KB-3-1 tox: KB-3-1 parental cell cytotoxicity | hit rate 1.4% among 400,000 | AID 1347075 | KB-3-1 viability, CellTiter-Glo ATP luminescence, 72 h | Potency, µM (top dose mostly 46.1 µM), without a hit: at the highest dose activity change, negative = cytotoxic, usual class: cytotoxic; note: potency is the fitted concentration of half-maximal effect; % is set by controls: 0 for no effect and ±100 for the full control effect; nearly all actives have a fitted effect of over 60% in size
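Using CellTiter-Glo luminescence, growth of non-resistant KB-3-1 adenocarcinoma cells is assessed 72 h after pin-tool compound addition at 37 °C. Normalized responses across the concentration series yield fitted curves.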
S2 tox: viability counter-screen for ATXN expression inhibitors; S2 cells (HEK-293 line with an ATXN2-luciferase reporter) viability, CellTiter-Fluor protease fluorescence, 24 h; Potency, µM (titrated, usually from 56.7 µM), actives largely listed as cytotoxic; hit rate 0.49% among 400,000; AID 651635; note: potency is the fitted concentration of half-maximal effect; nearly all actives have a fitted effect of over 40% in size
IL-1B inflam inh: blocks inflammasome-driven IL-1 beta release; THP-1 LPS/ATP IL-1B secretion, AlphaLISA, 16 h; active compounds read low; activity change, % at 57.5 µM; hit rate 4.7% among 360,000; AID 743279; in the data active = activity change below about -50%; inconclusive = mostly about -30% to -49%; note: % is set by controls: 0 for no effect and ±100 for the full control effect
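THP-1 cells pretreated 1 hr with compounds (up to 57.5 uM final), then stimulated with LPS (250 ng/mL final) plus ATP (1.25 mM final); secreted IL-1B measured by AlphaLISA after 16 hr, decreased signal indicating inhibition.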
HepG2 viability: counter-screen for TGF-b inhibitors: cytotoxicity in HepG2 cells. Potency, µM (doses to about 46.1 µM), for the others: at the top dose activity change, negative = cytotoxicity, usual class: cytotoxic. AID 588856. HepG2 CAGA-GFP viability, ATP luminescence, 18 h. hit rate 0.76% among 410,000; note: potency is the fitted concentration of half-maximal effect; some results filed as inactive show a strong effect at the top dose
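HepG2 CAGA-GFP cells (1000/well, DMEM with 1% FBS) received compound, then TGF-beta at 500 pg/mL final, and were incubated 18 hours at 37 degrees C. Viability was read by CellTiter-Glo luminescence. Media-only wells were set as complete cell-killing and DMSO as no toxicity.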
HT1080 IDH1KD tx: kills HT-1080 cells with IDH1 knockdown; HT-1080 IDH1 knockdown viability, ATP luminescence, 48 h; Potency, µM (highest dose often 46.1 µM), for inactives: top-dose activity, negative = toxicity, actives largely listed as cytotoxic; hit rate 2% among 360,000;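 note: potency is the fitted concentration of half-maximal effect; 0% = DMSO wells and -100% = cell-free medium wells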
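IDH1KD HT-1080 cells, 750/well, RPMI + 5% FBS; compound pinned after 2 h settling; 48 h, 37 °C; CellTiter-Glo luminescence; % activity normalised to DMSO and no-cell wells; curves fitted, classed by r2 and efficacy.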
SW480 rerep: inducers of DNA re-replication in SW480 colon cancer cells. Potency, µM (top dose mostly 46.1 µM), for inactives: at the top dose re-replication activation, usual class: activators. hit rate 1.8% among 340,000. AID 624297. SW480 DNA re-replication, Hoechst DNA content imaging, 48 h; note: potency is the fitted concentration of half-maximal effect; % of control where 0% means no effect; nearly all actives have a fitted effect of over 55% in size
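Hoechst fluorescence of nuclei (405 nm excitation, 500-530 nm emission) measured by plate-scanning imager after 48 hr compound exposure at 37 C; re-replication scored as increased number of nuclei with elevated intensity.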
HT1080-NT tox: kills 2HG-producing HT-1080-NT fibrosarcoma cells. HT-1080-NT fibrosarcoma viability, CellTiter-Glo ATP luminescence, 48 h. hit rate 1.6% among 360,000. Potency, µM (doses to about 46.1 µM), inactives show top-dose activity, negative = less viability, actives largely listed as cytotoxic;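 note: NT is the 2HG producing partner of a matched IDH1 knockdown line; potency is the fitted concentration of half-maximal effect; 0% = DMSO-treated cells and -100% = media-only wells without cells; nearly all actives have a fitted effect of over 55% in size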
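HT-1080-NT fibrosarcoma cells (2HG-overproducing), 750 cells/well in RPMI with 5% FBS, dosed after 2 h and incubated 48 h at 37C. CellTiter-Glo luminescence normalized to DMSO and no-cell wells; concentration-response curves fitted and classed.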
ATXN2 expr inh: reduces ATXN2 reporter expression in HEK-293 cells | HEK-293 ATXN2-luciferase reporter, luminescence, 24 h | hit rate 0.72% among 360,000 | AID 1745845 | Potency, µM (series often up to 57 µM), without a hit: at the highest dose activity change, negative = inhibition, hits mostly inhibitors; note: potency is the fitted concentration of half-maximal effect; % is set by controls: 0 for no effect and ±100 for the full control effect; nearly all actives have a fitted effect of over 55% in size
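qHTS (up to 57 uM final) was run with 24 h compound exposure of reporter cells at 37 °C. Each well was multiplexed: SteadyGlo luminescence measured ATXN2-luciferase expression after a fluorogenic Gly-Phe-AFC viability readout (25 uM final).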
MCF10A rereplic: inducers of DNA re-replication in MCF 10A breast cells; Potency, µM (series often up to 46.1 µM), for inactives: top-dose activity, positive = re-replication, hits mostly activators; MCF 10A DNA re-replication, Hoechst nuclear intensity, 48 h; hit rate 2.9% among 350,000; AID 624296; note: potency is the fitted concentration of half-maximal effect; % of control where 0% means no effect; nearly all actives have a fitted effect of over 50% in size
* marks the source's active call; other numbers are inactive results; i = inactive; ? = inconclusive; nt = no result given; & = joins results of further samples; ! = not confirmed by another sample; [ ] = another dose, or the depositor's remark. Unless noted, calls come from the whole dose curve; as a rule, active = well fitted curve in the direction sought with a large enough effect; inconclusive = small, poorly fitted or top-dose-only effect, or another doubt; inactive = no such curve, though single readings can be large; an effect the other way counts as inactive or inconclusive.

SMILES	KB-3-1 tox	S2 tox	IL-1B inflam inh	HepG2 viability	HT1080 IDH1KD tx	SW480 rerep	HT1080-NT tox	ATXN2 expr inh	MCF10A rereplic
CCOC(=O)c1c(/N=C/c2c(O)n(-c3ccc(F)cc3)c(=S)[nH]c2=O)sc2c1CCCC2	0.4%	i	0.0	-2.0%	-0.1%	-4.7%	1.5%	1.0%	-2.6%
Cc1ccc2c(c1)C1CN(C)CCC1N2C(=O)c1ccco1 (stereo not given)	-7.5%	i	0.2	1.1%	?	5.2%	0.0%	-8.6%	?
COc1ccc(-c2ccc3c(c2)CN(C(=O)CCc2ccccc2)Cc2cnnn2-3)cc1	?	i	-16.9	0.2%	?	nt	?	-26.7%	nt
COc1ccc(O)c2c(=O)c3c(OC)cc4c(c3oc12)C1C=COC1O4 (stereo not given)	?	i	20.6	nt	2.9%	13.8%	?	?	8.2%
O=C(c1cccn2c(=O)c3ccc(Cl)cc3nc12)N1CCC2(CC1)OCCO2	?	i	20.0	-15.2%	7.4%	0.2%	1.7%	7.8%	-11.8%
CCOC1=C(N2CC2)C(=O)C(OCC)=C(N2CC2)C1=O	-3.9%	i	-8.2	-6.8%	0.0%	0.3%	2.8%	2.5%	0.8%
Nc1cc(N2CCNCC2)c([N+](=O)[O-])cc1Cl	17.6%	i	-3.2	25.4%	25.5%	-3.7%	18.3%	-5.4%	-4.2%
CC(=O)Nc1cccc(-c2ccnc3c2CC(C(=O)NCc2ccco2)O3)c1 (stereo not given)	5.8µM*	i	23.1	2.4%	2.31µM*	nt	?	7.6%	nt
CCNC(=O)C1CCCN(C(=O)c2c(-c3ccccc3)noc2C)CC1 (stereo not given)	0.0%	?	9.6	6.1%	3.0%	nt	15.1%	13.1%	nt
Oc1ccc(-[n+]2c(-c3ccccc3)cc(-c3ccccc3)cc2-c2ccccc2)cc1	-7.5%	?	-95.1*	-34.6%	20.6µM*	-3.2%	11.6µM*	12.6µM*	?
COC(=O)C1=C(c2cc3ccccc3s2)C[C@@H]2CC[C@H]1N2C(=O)NCc1ccccc1	-0.9%	i	-8.2	-23.1%	-2.9%	13.6%	-8.4%	-11.9%	4.0%
CN1C(=O)CN=C(c2ccccc2Cl)c2cc(Br)ccc21	-10.0%	i	6.9	-41.0%	-16.6%	-20.8%	0.0%	-26.3%	18.7%
COc1ccccc1NC(=O)Cn1c(=O)n(-c2cccc(Cl)c2)c(=O)c2sc3ccccc3c21	0.4%	i	nt	3.1%	nt	nt	nt	-2.3%	nt
CCOC(=O)C1(c2ccccc2)CCN(CCC(=O)Nc2ccc(F)cc2)CC1	?	i	-21.0	-51.8%	-4.7%	?	-8.2%	-20.3%	?
Cc1nc2ccccn2c1C(=O)N=Nc1c(O)n(CCC(C)C)c2ccccc12	6.1%	i	15.7	-3.6%	-2.0%	0.2%	-2.3%	-7.9%	-2.8%
C=CCn1c(O)c(C(CC)=NCc2ccco2)c(=O)[nH]c1=O	-10.0%	i	41.0	-1.6%	2.0%	-9.3%	7.5%	4.0%	4.7%
CN1CCN(c2ccc(C(N)=O)cc2[N+](=O)[O-])CC1	0.2%	i	-5.2	-1.0%	23.5%	0.5%	12.7%	6.5%	-6.6%
O=C(COC(=O)Cc1ccccc1)Nc1cc(S(=O)(=O)N2CCCCC2)ccc1Cl	0.7%	i	-9.4	-9.4%	6.6%	-4.0%	-0.2%	-9.5%	1.0%
COc1cccc(C(c2nnnn2Cc2ccccc2)N2CCC(n3c(=O)[nH]c4ccccc43)CC2)c1OC (stereo not given)	?	?	0.0	-50.8%	?	nt	20.6µM*	?	nt
O=C(Nc1ccc(F)cc1)N1CC2CC(C1)c1cccc(=O)n1C2 (stereo not given)	-5.5%	i	-12.4	3.6%	10.5%	0.9%	6.9%	21.6%	11.5%
O=C(C(=C1N(Cc2ccc(Cl)nc2)CCN1Cc1ccc(Cl)nc1)[N+](=O)[O-])C(Cl)Cl	10.7%	?	-71.3*	-23.3%	-1.3%	19.9%	-2.3%	nt	?
Cc1ccc(-c2c(C)n3c4c(=O)n(C)c(=O)n(C)c4nc3n2CCO)cc1	2.06µM*	?	nt	-1.4%	nt	nt	nt	-14.6%	nt
OC(CC#CCN1CCCCCC1)(c1ccccc1)C1CCCC1 (stereo not given)	?	i	-29.2	-34.1%	0.8%	?	-5.6%	-13.1%	9.6%
CCN(c1ccc(C(O)(C(=O)OC)C(F)(F)F)cc1)S(=O)(=O)c1ccc(C)cc1 (stereo not given)	2.2%	i	-8.1	0.6%	-28.5%	2.7%	11.3%	-10.5%	-0.8%
c1ccc2c(c1)CSc1ccccc1C2C1=NCCN1 (stereo not given)	?	?	8.9	8.0%	?	?	?	-16.9%	-2.9%
COc1cccc(NC(=O)C(Cc2ccccc2)NS(=O)(=O)c2ccc3c(c2)oc(=O)n3C)c1 (stereo not given)	-21.6%	i	nt	-46.4%	nt	nt	nt	-5.7%	nt
O=c1[nH]c(=S)n(Cc2ccc(F)cc2)c(O)c1/C=N/N1CCCCCC1	17.6%	i	9.9	-2.4%	-5.2%	-7.2%	-2.6%	-6.8%	?
COc1ccc(OC)c(C2C(C#N)=C(N)Oc3c2c(C)nn3-c2cccc(Cl)c2)c1 (stereo not given)	23.1µM*	i	4.9	-33.0%	?	6.4%	?	-2.2%	?
COC(=O)C1=CO[C@@H](C)[C@@H]2CN3CC[C@@]4(C(=O)Nc5ccccc54)[C@@H]3C[C@H]12	-2.2%	i	-11.8	-9.8%	0.4%	-1.2%&12.2%	-2.4%	-10.0%	?
Cn1c(=O)oc2cc(S(=O)(=O)N3CCCC(C(=O)NCc4ccc5c(c4)OCO5)C3)ccc21 (stereo not given)	-10.8%	i	-19.5	-17.1%	0.4%	-20.1%	-2.2%	-0.8%	4.5%
CC(C(=O)c1c[nH]c2ccccc12)N1CCN(C(=O)c2ccco2)CC1 (stereo not given)	-4.5%	i	14.9	13.6%	-1.7%	-1.9%	10.4%	-23.3%	3.3%
Cc1cccc(N2CCN(C(=O)CCCCn3c(=O)[nH]c4ccsc4c3=O)CC2)c1C	-7.9%	?	nt	-18.8%	nt	nt	nt	?	nt
O=C(N[C@H]1CP(=O)(Oc2ccccc2)O[C@H](COCc2ccccc2)[C@H]1O)C(Cl)(Cl)Cl (stereo not given in full)	18.3%	i	2.0	-2.1%	1.5%	3.0%	1.2%	5.0%	5.6%
CCN(CC)CCN=Cc1c(O)n(Cc2ccco2)c(=O)[nH]c1=O	17.9%	i	nt	-18.2%	19.5%	-28.2%	5.3%	?	-19.4%
Cc1nc2ccccc2c(=O)n1-n1cnnc1	3.0%	i	20.4	2.9%	0.3%	-4.1%	17.4%	-4.9%	-4.9%
Oc1ccccc1/C=N/NP(=S)(c1ccccc1)c1ccccc1	-18.6%	i	-9.8	-24.8%	-18.3%	-14.8%	-20.9%	0.3%	18.4%
COc1cccc(C(=O)C2CCCN(C3CCOCC3)C2)c1 (stereo not given)	-6.0%	i	67.3	3.4%	-1.3%	88.2%	2.8%	nt	17.3%
O=C(Nc1ccccc1)c1cccn(Cc2ccccc2)c1=O	?	i	-10.6	-39.3%	?	-135.7%[inhibitor]	0.0%	15.3%	17.5%
CNC(=S)N(C)CCc1cc2c(c(OC)c1C=C1C(=O)NC(=O)NC1=O)OCO2	-17.0%	?	-6.2	-3.3%	26.0%	-4.5%	15.9%	-0.9%	4.8%
Cn1nc(-c2ccc(OCC(=O)N3CCN(Cc4ccccc4)CC3)cc2)c2ccccc2c1=O	5.8µM*!	?	5.0&63.2	-25.8%&-24.9%	-14.3%&-7.2%	8.6%&-3.9%	-3.5%&-21.3%	?	16.4%&11.1%
CCN(CC)c1ccc(/C=C2/C(=O)NC(=O)N(Cc3ccco3)C2=O)cc1	-0.7%	i	-64.3*	-1.3%	0.3%	2.0%	-1.1%	-2.3%	16.2%
CC(=NCCN1CCOCC1)c1c(O)n(-c2ccccc2C)c(=O)[nH]c1=O	22.8%	i	15.2	-8.0%	-1.1%	2.1%	0.6%	0.9%	2.1%
Clc1cccc(/C=N\Nc2nccs2)c1	0.0%	i	2.3	8.9%	-14.3%	-1.9%	-6.1%	1.6%	5.8µM*
CC1(C)CSC(=NCc2ccccc2)N1	-2.4%	i	21.2	-32.1%	-3.3%	-42.5%[inhibitor]	2.1%	nt	?
O=C(CNC(=O)c1ccc(Br)cc1)Nc1ccc(Br)cc1C(=O)c1ccccc1	-8.1%	?	-0.5	-28.5%	-0.1%	-3.3%	0.4%	nt	1.4%
Cc1ccc(CN2CCCN(Cc3ccccc3C)S2(=O)=O)cc1	-1.5%	i	-10.0	1.2%	-5.7%	?	-0.4%	-10.4%	20.6%
O=C(NCC(c1cccnc1)N1CCN(c2ccccc2)CC1)Oc1ccccc1 (stereo not given)	6.0%	i	22.2	-13.8%	-19.3%	-6.2%	7.6%	-16.9%	0.4%

In the list so far, these contain bromine:
SMILES	KB-3-1 tox	S2 tox	IL-1B inflam inh	HepG2 viability	HT1080 IDH1KD tx	SW480 rerep	HT1080-NT tox	ATXN2 expr inh	MCF10A rereplic
CN1C(=O)CN=C(c2ccccc2Cl)c2cc(Br)ccc21	-10.0%	i	6.9	-41.0%	-16.6%	-20.8%	0.0%	-26.3%	18.7%
O=C(CNC(=O)c1ccc(Br)cc1)Nc1ccc(Br)cc1C(=O)c1ccccc1	-8.1%	?	-0.5	-28.5%	-0.1%	-3.3%	0.4%	nt	1.4%

These rows are one share of the data; count on the stated rates, not on these rows.
